TNF necrop inh – inhibitors of TNF-alpha triggered necroptosis, primary screen, cell-based, Jurkat FADD-/-, single concentration; Jurkat FADD-/- TNF necroptosis rescue, ATP luminescence, 24 h; 0 = TNF only, 100 = no-TNF cells; activation (protection from cell death), % at 10 µM; 220,000 tested, 0.068% active;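 active means activation, meaning protection from cell death, of at least 50% relative to plate controls; inactive means activation below 50%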;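 further: necroptosis triggered by 40 ng/mL TNF-alpha added together with compound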
Tb hexokinase – Trypanosoma brucei hexokinase 1 inhibitors, primary screen, biochemical, G6PDH-coupled NADH absorbance, MLSCN library; hexokinase 1 [Trypanosoma brucei]; 220,000 tested, 0.11% active; recombinant TbHK1, G6PDH-coupled NADH A340; inhibition, % at 10 µM; AID 1430, 2008;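 active means inhibition of 50% or more in the single-dose primary screen; inactive means inhibition below 50%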
EP2 antag – human EP2 receptor antagonists, primary screen, TR-FRET cAMP, C6 glioma cells; Prostaglandin E2 receptor EP2 subtype (Homo sapiens), P43116; C6 glioma cells expressing human EP2; cells stimulated with saturating PGE2; inhibition, % at 25 µM; 260,000 tested, 0.52% active; AID 1422, 2008;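 active means percent inhibition above 40 after rounding to a whole number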;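 further: rat C6 glioma host cells with rolipram phosphodiesterase inhibitor present; the protocol text gives 20 µM as final concentration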
Target sequence (P43116 whole entry, looked up): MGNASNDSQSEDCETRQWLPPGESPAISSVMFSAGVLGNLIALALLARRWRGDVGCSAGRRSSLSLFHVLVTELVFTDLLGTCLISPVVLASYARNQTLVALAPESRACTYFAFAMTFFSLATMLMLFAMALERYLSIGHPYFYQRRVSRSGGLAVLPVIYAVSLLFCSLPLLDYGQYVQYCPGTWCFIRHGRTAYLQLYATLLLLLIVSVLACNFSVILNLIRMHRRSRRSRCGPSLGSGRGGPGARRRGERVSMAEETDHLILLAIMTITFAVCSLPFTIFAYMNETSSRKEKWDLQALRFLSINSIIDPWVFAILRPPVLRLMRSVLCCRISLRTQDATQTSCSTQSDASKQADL
PPC-1+TRAIL kill – compounds killing PPC-1 cancer cells with TRAIL present, primary screen, TRAIL potentiator project, ATPLite luminescence, uHTS. cell killing (% activity), % at 4 µM. PPC-1 cells + TRAIL, ATPLite viability luminescence. AID 1443, 2008. 220,000 tested, 0.41% active;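 active means cell killing above 50% in the first pass at 4 µM, then a duplicate retest at 5 µM averaging 50% or more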;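 further: plate controls were cells with TRAIL plus DMSO for no effect and medium-only wells lacking cells for full effect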
zVAD death inh – inhibitors of zVAD-triggered necroptosis, primary screen, L929 cells; L929 zVAD necroptosis rescue, ATP luminescence, 24 h; with zVAD 60 µM; viability rescue, % at 10 µM; 220,000 tested, 0.38% active; AID 1377, 2008;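 active means activation, scaled between plate controls, above about 75%, limit read from the data; inactive means activation under that limit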;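 further: 0% = zVAD with DMSO and 100% = DMSO alone without zVAD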
Wee1 stabilizer – Wee1 degradation inhibitors, primary screen, cell-based, HeLa, Wee1K328M-luciferase, luminescence; Wee1-like protein kinase (Homo sapiens), P30291; HeLa Luc-Wee1K328M stability; 100% = proteasome inhibitor MG132 effect; reporter increase, % at 5 µM; 220,000 tested, 1.2% active; AID 1321, 2008;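 active means activation above the mean of all tested compounds plus 3 SD, set per screening run, cut at about 8.8% in these data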;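 further: cells exposed to compound for 20 h before luminescence read; 0% = DMSO alone and 100% = MG132 at 30 µM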
CHOP inhibitor – inhibitors of CHOP promoter induction, primary screen, cell-based, unfolded protein response, luciferase reporter. CHO-K1 CHOP-promoter luciferase, tunicamycin-induced, 15-18 h. inhibition, % at 10 µM. 220,000 tested, 3.8% active. AID 2732, 2010;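 active means compounds that reduced the stress-induced luciferase reporter signal by more than about 70% of percent inhibition, limit read from the data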;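 further: 0% = tunicamycin plus vehicle and 100% = wells without tunicamycin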
FXIIa inh – human FXIIa protease inhibitors, primary screen, biochemical, 1536-well. Coagulation factor XII (Homo sapiens), P00748. purified FXIIa, Boc-QGR-AMC fluorogenic substrate, 2 h. inhibition, % at 5 µM. 220,000 tested, 0.3% active. AID 800, 2007; in the data active means inhibition above about 40%;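 further: 0% = enzyme with no compound and 100% = blank without enzyme; many of its hits are not listed in these tables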
FXIa inh – human FXIa protease inhibitors, primary screen, biochemical, 1536-well | 220,000 tested, 0.14% active | purified FXIa, Boc-Glu-Ala-Arg-AMC fluorogenic substrate | AID 798, 2007 | Coagulation factor XI (Homo sapiens), P03951 | inhibition, % at 5 µM;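 active means inhibition of at least 40%; inactive means inhibition below 40%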;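 further: fluorescence of freed AMC excited at 355 nm; 0% = enzyme without compound and 100% = no enzyme blank; many of its hits are not listed in these tables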
Target sequence (P03951 19-387 limits assumed): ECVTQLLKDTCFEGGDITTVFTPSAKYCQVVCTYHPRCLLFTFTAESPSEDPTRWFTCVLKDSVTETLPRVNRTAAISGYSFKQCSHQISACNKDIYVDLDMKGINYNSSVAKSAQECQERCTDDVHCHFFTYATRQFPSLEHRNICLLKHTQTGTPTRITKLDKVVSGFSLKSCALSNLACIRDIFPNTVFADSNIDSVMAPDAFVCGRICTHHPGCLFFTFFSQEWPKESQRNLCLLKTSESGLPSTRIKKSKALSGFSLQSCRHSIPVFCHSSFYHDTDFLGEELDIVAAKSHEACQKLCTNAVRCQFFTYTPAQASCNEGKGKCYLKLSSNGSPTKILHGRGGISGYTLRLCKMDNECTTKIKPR
Target sequence (P03951 388-625 limits assumed): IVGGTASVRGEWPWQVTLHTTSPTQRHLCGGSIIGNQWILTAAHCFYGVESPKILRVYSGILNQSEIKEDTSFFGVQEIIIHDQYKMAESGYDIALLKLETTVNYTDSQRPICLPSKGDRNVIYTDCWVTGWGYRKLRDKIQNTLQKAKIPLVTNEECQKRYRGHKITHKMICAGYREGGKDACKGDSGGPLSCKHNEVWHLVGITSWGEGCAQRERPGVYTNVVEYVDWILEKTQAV
An asterisk follows results filed as active; . = no result given; & = joins results of further samples. Some of the compounds tested; count on the stated rates, not on these rows.

SMILES | TNF necrop inh | Tb hexokinase | EP2 antag | PPC-1+TRAIL kill | zVAD death inh | Wee1 stabilizer | CHOP inhibitor | FXIIa inh | FXIa inh
CCn1cc(C(=O)N2CCCc3ccccc32)c2cc(OC)c(OC)cc2c1=O | 0.5 | -21 | . | 16 | -0.4 | 0 | 1 | 10 | -4
Cc1cc(C)cc(NC(=S)N(Cc2ccc(Cl)cc2)Cc2ccc(C(=O)O)cc2)c1 | 1.7 | 2 | 6 | -3 | 3.7 | -1 | 30 | 3 | -4
CCOc1ccc(NC(=O)Cn2nnc(C(=O)NCc3ccco3)c2N)cc1 | -1.7 | 4 | 13 | 1 | 0.4 | 3 | 7 | 4 | -9
Cc1ccc(-c2ccc(/C=N/N3C(=O)C4C5C=CC(C6CC56)C4C3=O)o2)c([N+](=O)[O-])c1 (stereo not given) | 0.4 | -8 | 13 | 13 | 1.2 | -2 | -4 | 25 | 18
O=C1c2ccccc2C(=O)C1(CO)c1ccccc1 | -1.9 | -5 | 5 | 7 | 0.7 | -2 | -6 | 6 | -2
Cc1ccc(-c2nn(CC(=O)NC(C)c3ccccc3)c(=O)c3ccccc23)cc1 (stereo not given) | -1.0 | -1 | 5 | 15 | 0.4 | 1 | -1 | 18 | 7
CCCN1C[C@H](CSC)C[C@@H]2c3cccc4[nH]cc(c34)C[C@H]21 | 4.1 | -1 | 13&16&17 | 16 | 1.8 | 2 | 25&9 | 14 | 10
CSc1ccccc1NC(=O)c1ccc(CN2CCOCC2)cc1 | 1.0 | -1 | 5 | 15 | 0.1 | 2 | -4 | 6 | -4
NS(=O)(=O)c1ccc(NC(=O)N[C@@H](Cc2ccccc2)C(=O)O)cc1 | -0.5 | 2 | 12 | 10 | -0.1 | 2 | 19 | 19 | 6
O=C(c1ccco1)N(Cc1cccc([N+](=O)[O-])c1)c1ccc(Br)cc1 | -1.6 | 3 | 2 | 6 | -1.0 | 0 | 9 | 6 | 2
COCCCNC(=O)CSc1nc2ccc(N3CCOCC3)cc2c(=O)n1CCc1ccccc1 | 0.4 | -8 | 6 | . | -0.3 | -1 | . | . | .
O=C(CSc1ccc2ccccc2c1)NC1CCCc2ccccc21 (stereo not given) | 1.5 | -5 | 2 | -2 | 2.0 | -2 | 26 | 1 | -1
COc1ccc(N/C=C2\C(=O)CCc3c2oc2cc(Cl)c(O)c(Cl)c32)cc1 | 3.3 | -79 | 11 | 20 | 1.3 | -3 | 10 | 7 | -1
CCOC(=O)Cn1c(CN(Cc2ccccc2)Cc2ccccc2)nc2c1c(=O)[nH]c(=O)n2C | -4.4 | 5 | 5 | -9 | 0.7 | 0 | 43 | 7 | -5
Cc1c(C(=O)N(Cc2ccccc2)Cc2cccs2)cnn1-c1ccc(Cl)cc1 | 0.5 | 13 | 10 | 6 | -0.1 | 0 | -3 | 107* | 21
Cc1cc(C)nc(SCc2nnc(SCC#N)n2-c2cccc(Cl)c2)n1 | 0.9 | 7 | -4 | 3 | -0.1 | 4 | -7 | 14 | 7
CCCCCc1nc2ccccc2c(=O)n1N | 0.0 | 2 | 11 | 11 | -0.5 | -2 | 19 | 13 | 5
COc1ccc(-c2ccc(SCC(=O)NCc3ccco3)nn2)cc1 | 0.2 | -5 | 11&10 | 34 | 0.2 | 0 | -7 | 8 | 1
CCOC(=O)C1CCCN(/C=C2\SC(=S)N(CC)C2=O)C1 (stereo not given) | 4.9 | -6 | 4 | 0 | -0.7 | 5 | 1 | 8 | 3
COc1cccc(N(CC(=O)NC(C)c2ccccc2)S(C)(=O)=O)c1 (stereo not given) | -0.7 | 5 | 9 | -2 | -0.1 | -1 | 0 | 12 | 1
O=C(CCC1COc2ccccc2O1)NCC1COc2ccccc2O1 (stereo not given) | -0.1 | 6 | 14 | -4 | -0.1 | 2 | 27 | -8 | -9
C(=N\Nc1nncc2ccccc12)/c1ccccc1 | -9.1 | -22 | 17 | 27 | 0.4 | 7 | 32 | 8 | 2
COC(=O)C1CCN(C(=O)Cc2c(OC)ccc3cc(Br)ccc23)CC1 | -0.9 | -5 | 12 | 17 | 1.9 | -3 | 12 | 11 | -5
CCOC(=O)CSc1nnc(-c2cccnc2)n1Cc1ccccc1 | -0.7 | 4 | 13 | 34 | -0.5 | -2 | 0 | 4 | -8
COc1ccc(CN2CN(C3CCCC3)CSC2=S)cc1 | 2.4 | 5 | 5 | 8 | -0.8 | -3 | -5 | 3 | 1
COc1ccccc1N1CCN(S(=O)(=O)c2cccc3nsnc23)CC1 | -1.8 | -2 | 1 | 0 | 0.1 | 7 | -16 | 15 | -2
CCCc1nn(C)c2c(=O)[nH]c(-c3cc(S(=O)(=O)N(CCO)CCO)ccc3OCC)nc12 | 2.6 | -7 | 7 | 18 | -0.5 | -1 | 4 | 10 | 1
COCCNc1nc(CSc2ccccc2)nc2sc(C)c(C)c12 | 1.6 | -2 | 4 | -4 | 0.7 | 4 | 52 | 3 | -6
COc1ccc(CCNC(=O)c2cnccn2)cc1 | 1.3 | 2 | 12 | 25 | 0.4 | . | 67 | 10 | 0
O=C1N(Cc2ccccc2F)c2ccccc2C12OCCCO2 | 0.7 | 1 | 6 | 10 | 0.6 | -4 | -6 | 15 | 1
O=C(NCCNCc1ccccn1)c1ccco1 | 0.2 | 2 | 7&3 | 3 | 1.0 | -4 | -8 | 4 | -2
C=CCNC(=S)NNC(=O)c1ccc(C)c(Cl)c1 | -1.4 | -2 | 10 | 5 | 1.2 | -1 | 13 | 8 | 3
Cc1ccc(-c2c(C(=O)N(C)Cc3ccccc3)oc(=O)c3ccccc23)cc1 | -0.5 | 33 | 6 | 24 | 0.9 | -3 | 11 | 2 | 0
Cn1nc(-c2ccc(S(N)(=O)=O)s2)cc1C(F)(F)F | 0.0 | -10 | 6 | 20 | 2.0 | 0 | 13 | 10 | 6
CCc1nnc(NC(=O)C(C)N2C(=O)C3C4C=CC(C4)C3C2=O)s1 (stereo not given) | 0.6 | 0 | 10 | -4 | 0.9 | -2 | 4 | 17 | 4
CCN(CC)CCCNCC(=O)Nc1ccc2c(c1)CCC2 | 3.9 | 0 | 4 | -14 | 2.3 | 0 | 9 | 3 | -2
COC(=O)c1ccc(-c2n[nH]c(=O)c3ccccc23)cc1 | -0.3 | 0 | 5 | -1 | 1.8 | -2 | 16 | 7 | 0
CCCNC(=S)Nc1ccc(Oc2ccccc2)cc1 | -5.0 | 0 | 16 | 15 | 0.0 | 6 | -31 | 12 | 5
CCn1c(SCC(N)=O)nnc1-c1ccc(S(=O)(=O)N2CCN(C)CC2)cc1 | -0.3 | 3 | 4 | 5 | -1.1 | 5 | 4 | 8 | 5
CCOc1ccc(OCC)c(NC(=O)CN2CCN(c3ccc(C)cc3C)CC2)c1 | -0.2 | 6 | . | -10 | 3.4 | -1 | 0 | 7 | -1
O=C(Nc1cccc2ncccc12)c1ccc(-c2ccc(Br)cc2)o1 | -1.5 | -3 | 8 | -11 | 0.5 | 2 | 32 | 16 | 1
COc1cc(OC)c(C(=O)Nc2ccc(S(=O)(=O)Nc3ncccn3)cc2)cc1OC | -1.8 | -15 | 9 | -4 | 0.3 | -2 | 21 | 34 | 17
Cc1cc(/C=N/n2cnnc2)c(C)n1-c1ccc2c(c1)OCO2 | -4.8 | -23 | 10 | 0 | -0.5 | 1 | 0 | 15 | 4
Cc1cc(NC(=O)CSc2nc(C(C)(C)C)nc3ccccc23)no1 | -5.4 | -3 | 4&4 | 9 | 3.0 | 0 | 6 | 4 | -6
NC(=S)N/N=C1\CC(n2nnnc2-c2ccccc2Cl)C2COC1O2 (stereo not given) | 0.8 | 1 | 6 | 3 | 0.6 | 0 | -6 | 8 | -1
Cc1ccc(C2CCN(C(=S)Nc3cccc(Cl)c3)C2)cc1 (stereo not given) | 1.2 | 3 | 5 | -4 | 2.7 | -1 | 6 | 12 | -3
O=C(Nc1ccc(CSc2ccccc2)cc1)c1ccc(CN2CCOCC2)cc1 | -5.0 | -4 | 6 | -15 | 1.4 | 0 | 80* | -15 | 5
CS(=O)(=O)N1CCN(c2ccc(NC(=O)CSc3ccc(Cl)cc3)cc2)CC1 | 1.2 | -21 | 23 | 36 | -0.4 | -1 | 2 | 6 | 8
COc1cc(NC(=O)c2ccccc2)cc(OC)c1 | -0.7 | -3 | 11 | 15 | 1.1 | 0 | 1 | 13 | 7
Cc1ccc(-c2nnc(-c3ccc(NC(=O)c4ccco4)cc3)o2)cc1 | 0.7 | -33 | 18 | -1 | 0.2 | -3 | 40 | -10 | -18
COc1ccccc1NC(=O)C1=C(C)NC(SCC(=O)Nc2ccc(C(=O)O)cc2)=C(C#N)C1c1cccs1 (stereo not given) | -0.1 | -7 | 5 | 4 | -0.3 | 6 | -11 | 4 | -5
CCOC(=O)c1[nH]c2ccc(OC)cc2c1NC(=O)c1ccc(OC)c(OC)c1 | 2.9 | -20 | 7 | 13 | . | 1 | -22 | 7 | 4
CCOc1ccc(NC(=O)c2cccc(OC(=S)N3CCC(C)CC3)c2)cc1 | -3.3 | -23 | 5 | -2 | 0.6 | 3 | 21 | 3 | 0
Cn1c(C(=O)N2CCN(c3ccc(Cl)cc3)CC2)cc2c(=O)[nH]c3ccccc3c21 | -5.3 | 0 | 3 | -19 | 0.0 | 2 | 10 | 16 | 0
Cc1cc(C)n2nc(SCC(=O)N/N=C/c3ccc(F)cc3)nc2n1 | -0.8 | -1 | 10 | 16 | -0.3 | 1 | 26 | 10 | -2
O=C(O)CC12CC3CC(C1)CC(n1ncc(NCc4ccccc4Cl)c(Cl)c1=O)(C3)C2 | 1.2 | -23 | 8 | -10 | 0.5 | 0 | -13 | 11 | 2
COc1ccccc1NS(=O)(=O)c1ccc(C)c(C(=O)NCC2CCCO2)c1 (stereo not given) | 0.0 | -2 | 5 | 5 | 0.9 | 2 | -11 | 17 | 3
O=C(Nc1cccn(Cc2cccc(F)c2)c1=O)NC1CCCCC1 | 1.1 | 0 | 2 | 15 | 0.9 | -4 | 9 | 8 | 4
CSc1ccc(-c2nc(CSCC(=O)N3CCOCC3)c(C)o2)cc1 | -4.8 | -9 | 12 | -16 | 1.7 | 0 | 12 | 5 | 1
C=CCNC(=O)CN1C2CCCC1CC(NC(=O)c1ccccc1C)C2 (stereo not given) | 1.5 | -4 | 8 | -17 | 0.0 | 2 | 24 | 8 | 1
COc1ccccc1C(=O)NC(=S)Nc1ccc(N2CCOCC2)c(Cl)c1 | 2.0 | -4 | 13 | 1 | 1.7 | 3 | -13 | 7 | 0

Looked up above:
Under EP2 antag, Cc1ccc(C2CCN(C(=S)Nc3cccc(Cl)c3)C2)cc1 (stereo not given) has the entry 5
Under Wee1 stabilizer, CS(=O)(=O)N1CCN(c2ccc(NC(=O)CSc3ccc(Cl)cc3)cc2)CC1 has the entry -1

High-throughput results from PubChem BioAssay.
